CXCR6 inh: inhibitors of human CXCR6 receptor; O00574; CHO-K1 PathHunter CXCR6 beta-arrestin, luminescence; inhibition, % at 20 µM; 0.36% of 360,000 active; in the data active means inhibition above about 34%, passing the limit was not always enough;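 further: antagonist mode with CXCL16 agonist at 10 nM final; 0% = 10 nM CXCL16 with DMSO and 100% = unstimulated wells without agonist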
697 NFkB inh: inhibitors of the PMA/ionomycin-induced NF-kB reporter in 697 B cells. inhibition, % at 4 µM. 697 B-cell NF-kB luciferase reporter, 16 h. 0.33% of 330,000 active; in the data active means inhibition above about 35%
Jurkat NFkB inh: inhibitors of the PMA/ionomycin-induced NF-kB reporter in Jurkat cells | PMA/ionomycin-induced NF-kB luciferase reporter, luminescence | inhibition, % at 4 µM | 0.53% of 330,000 active | AID 435003; in the data active means inhibition above about 50%
CCR6 antag: antagonists of human CCR6 receptor; P51684; CHO-K1 CCR6 PathHunter beta-arrestin, luminescence, CCL20-stimulated; inhibition, % at 20 µM; 0.49% of 340,000 active;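 active means compounds whose inhibition of the agonist-driven luminescence signal at 20 µM reaches about 50%, limit read from the data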;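 further: cells stimulated with CCL20 at 14 nM final; plate controls were DMSO with CCL20 for no effect and DMSO without agonist for full effect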
APJ antag: blocks the human apelin receptor APJ; CHO-K1 APJ beta-arrestin complementation, luminescence; 0.32% of 330,000 active; inhibition, % at 20 µM; AID 2521; P35414;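 active means inhibition above about 40% at 20 µM, limit read from the data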;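 further: cells challenged with 10 nM apelin-13 agonist together with compound; plate controls were apelin-13 plus DMSO wells for no effect and DMSO wells lacking apelin-13 for full effect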
Target sequence (P35414 whole entry, looked up): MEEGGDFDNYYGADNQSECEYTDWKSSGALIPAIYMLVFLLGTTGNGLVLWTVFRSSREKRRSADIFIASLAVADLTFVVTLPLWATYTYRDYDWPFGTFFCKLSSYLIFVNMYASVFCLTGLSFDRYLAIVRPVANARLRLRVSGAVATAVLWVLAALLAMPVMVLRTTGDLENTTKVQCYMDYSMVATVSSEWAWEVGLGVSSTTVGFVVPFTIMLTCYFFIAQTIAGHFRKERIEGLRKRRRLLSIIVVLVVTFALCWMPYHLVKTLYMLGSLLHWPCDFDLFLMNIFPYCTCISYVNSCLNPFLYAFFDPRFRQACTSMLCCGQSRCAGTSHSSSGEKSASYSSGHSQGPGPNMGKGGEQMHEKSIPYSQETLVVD
EBI2 antag: antagonists of human EBI2 receptor; P32249; EBI2 beta-arrestin recruitment, luminescence, 7a,25-OHC stimulated; inhibition, % at 5 µM; 0.81% of 360,000 active; AID 651636; in the data active means inhibition above about 38%;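 further: enzyme fragment complementation signal reports receptor beta-arrestin coupling in cells; 0% = agonist plus DMSO wells and 100% = wells without agonist; some results beyond the cut were filed as inactive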
Target sequence (P32249 whole entry, looked up, the tested form may be a part): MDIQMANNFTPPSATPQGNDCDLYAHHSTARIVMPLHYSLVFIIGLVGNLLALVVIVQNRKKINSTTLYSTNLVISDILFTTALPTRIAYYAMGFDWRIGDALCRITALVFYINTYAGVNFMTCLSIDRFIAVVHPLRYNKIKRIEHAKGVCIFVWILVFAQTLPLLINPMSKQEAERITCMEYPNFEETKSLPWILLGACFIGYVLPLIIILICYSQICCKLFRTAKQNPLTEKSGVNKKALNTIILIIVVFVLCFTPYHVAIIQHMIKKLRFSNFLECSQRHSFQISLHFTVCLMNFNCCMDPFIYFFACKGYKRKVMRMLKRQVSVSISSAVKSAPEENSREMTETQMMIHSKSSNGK
Gli-Sufu block: antagonists of Gli-Sufu signaling; 0.74% of 340,000 active; Sufu-KO-LIGHT fibroblasts, Gli luciferase reporter luminescence; inhibition, % at 5 µM;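 active means inhibition above about 55%, limit read from the data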;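 further: 0% = DMSO-treated cells and 100% = wells with medium but no cells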
UBC13 polyUb: blocks human UBC13 polyubiquitin chain formation; AID 485273; 0.47% of 330,000 active; inhibition, % at 20 µM; P61088; TR-FRET; in the data active means inhibition above about 45%, passing the limit was not always enough
Target sequence (P61088 whole entry, looked up): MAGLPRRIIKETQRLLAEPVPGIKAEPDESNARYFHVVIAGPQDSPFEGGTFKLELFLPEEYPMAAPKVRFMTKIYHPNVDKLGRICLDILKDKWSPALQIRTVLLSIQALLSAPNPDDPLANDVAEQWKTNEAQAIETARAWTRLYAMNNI
* = called active by the depositor. Rows are unselected; any-hit rate near 3%.

What do the screens show for `CC(C)CCNC(=O)CSc1nc2ccccc2s1`?
CXCR6 inh: -9; 697 NFkB inh: 15; Jurkat NFkB inh: 2; CCR6 antag: 2; APJ antag: -8; EBI2 antag: -6; Gli-Sufu block: 2; UBC13 polyUb: 0

What do the screens show for `CCOc1ccc(Nc2nc3ccccc3n2C)cc1`?
CXCR6 inh: 0; 697 NFkB inh: -47; Jurkat NFkB inh: -73; CCR6 antag: 13; APJ antag: -2; EBI2 antag: -8; Gli-Sufu block: -22; UBC13 polyUb: 6

Results for CCOC(=O)Cn1ccc(O)c(Cc2ccc(Cl)cc2Cl)c1=O ?
CXCR6 inh: 4; 697 NFkB inh: 3; Jurkat NFkB inh: 0; CCR6 antag: -19; APJ antag: 3; EBI2 antag: 9; Gli-Sufu block: 4; UBC13 polyUb: 7

How did CC1CCN(C(=O)c2ccc(CNS(=O)(=O)c3ccc(C(C)(C)C)cc3)cc2)CC1 do in these assays?
CXCR6 inh: -1; 697 NFkB inh: -11; Jurkat NFkB inh: 5; CCR6 antag: 12; APJ antag: 5; EBI2 antag: 1; Gli-Sufu block: 4; UBC13 polyUb: 6

How did COc1cc(NC(=O)Cc2ccccc2)ccc1NC(=O)Cc1ccccc1 do in these assays?
CXCR6 inh: -2; 697 NFkB inh: 1; Jurkat NFkB inh: -6; CCR6 antag: 2; APJ antag: -8; EBI2 antag: -9; Gli-Sufu block: -13; UBC13 polyUb: -1

How did CCc1ccc(NC(=O)CN2C(=O)CSC2=O)cc1 do in these assays?
CXCR6 inh: -2; 697 NFkB inh: -6; Jurkat NFkB inh: 3; CCR6 antag: -14; APJ antag: 9; EBI2 antag: 1; Gli-Sufu block: 14; UBC13 polyUb: 2

How did N#Cc1c(C(F)(F)F)cc(-c2ccc(Cl)cc2)[nH]c1=O do in these assays?
CXCR6 inh: -1; 697 NFkB inh: -10; Jurkat NFkB inh: 2; CCR6 antag: -9; APJ antag: 12; EBI2 antag: -3; Gli-Sufu block: 6; UBC13 polyUb: -6

How did CCC(C)c1ccc(O)c(NC(=S)NC(=O)c2cccnc2)c1 (stereo unspecified) do in these assays?
CXCR6 inh: 74*; 697 NFkB inh: -36; Jurkat NFkB inh: 4; CCR6 antag: 87*; APJ antag: 67*; EBI2 antag: 19; Gli-Sufu block: 18; UBC13 polyUb: -7

How did CC[C@]12c3[nH]c4ccccc4c3CCN1C(=O)C(CC(=O)NCc1cccc(C(F)(F)F)c1)C[C@@H]2C(=O)N1CCN(C(=O)C2CC2)CC1 (stereo partly specified) do in these assays?
CXCR6 inh: 5; 697 NFkB inh: 3; Jurkat NFkB inh: 10; CCR6 antag: 4; APJ antag: 4; EBI2 antag: 5; Gli-Sufu block: 5; UBC13 polyUb: 32

What do the screens show for `COC(=O)c1ccc(COC(=O)CCNS(=O)(=O)c2ccc(C)c(C)c2)cc1`?
CXCR6 inh: -16; 697 NFkB inh: 24; Jurkat NFkB inh: 9; CCR6 antag: 15; APJ antag: 16; EBI2 antag: 6; Gli-Sufu block: -4; UBC13 polyUb: 1

What do the screens show for `CC(C)CN(CC(C)C)C(=O)C12CCC(C)(C(=O)O1)C2(C)C` (stereo unspecified)?
CXCR6 inh: 7; 697 NFkB inh: -14; Jurkat NFkB inh: -9; CCR6 antag: 10; APJ antag: 11; EBI2 antag: -4; Gli-Sufu block: 0; UBC13 polyUb: 3

Results for CC1CN(C(=O)COC(=O)[C@@H]2CC(O)CN2S(=O)(=O)c2ccc3c(c2)OCCO3)CC(C)O1 (stereo partly specified) ?
CXCR6 inh: -2; 697 NFkB inh: 17; Jurkat NFkB inh: 6; CCR6 antag: 4; APJ antag: 6; EBI2 antag: -6; Gli-Sufu block: -3; UBC13 polyUb: -1

How did O=C(CN1C(=O)/C(=C\c2cccc(Cl)c2)Sc2ccccc21)NCCCN1CCOCC1 do in these assays?
CXCR6 inh: 3; 697 NFkB inh: -2; Jurkat NFkB inh: -1; CCR6 antag: 15; APJ antag: 20; EBI2 antag: 0; Gli-Sufu block: 9; UBC13 polyUb: 24

How did COc1ccc(OC)c(C2=NOC(C(=O)NCC3CCCO3)C2)c1 (stereo unspecified) do in these assays?
CXCR6 inh: 12; 697 NFkB inh: 13; Jurkat NFkB inh: 0; CCR6 antag: 8; APJ antag: 0; EBI2 antag: 0; Gli-Sufu block: 3; UBC13 polyUb: 6

What do the screens show for `COc1ccc(-c2nc(N)n(C(=O)c3ccccc3)n2)cc1`?
CXCR6 inh: 4; 697 NFkB inh: 8; Jurkat NFkB inh: 0; CCR6 antag: -11; APJ antag: 4; EBI2 antag: -7; Gli-Sufu block: -9; UBC13 polyUb: -1

Results for Cc1ccc(Cl)cc1-c1ccc(/C=N/n2cnnc2)o1 ?
CXCR6 inh: -10; 697 NFkB inh: 11; Jurkat NFkB inh: 3; CCR6 antag: -3; APJ antag: -35; EBI2 antag: 1; Gli-Sufu block: 20; UBC13 polyUb: 28

How did CN1CCN(S(=O)(=O)c2ccc(NS(=O)(=O)c3ccccc3)cc2)CC1 do in these assays?
CXCR6 inh: 2; 697 NFkB inh: 5; Jurkat NFkB inh: 8; CCR6 antag: -1; APJ antag: -7; EBI2 antag: -3; Gli-Sufu block: 17; UBC13 polyUb: 4

Results for CCN(CC)CCCNC(=O)c1cc2nc3c(c(C(F)(F)F)n2n1)CCc1ccccc1-3 ?
CXCR6 inh: 12; 697 NFkB inh: 9; Jurkat NFkB inh: -8; CCR6 antag: 21; APJ antag: 0; EBI2 antag: 1; Gli-Sufu block: 24; UBC13 polyUb: 10

Results for O=C1CC(N2CCC(c3nc4ccccc4o3)CC2)C(=O)N1c1ccc(Cl)c(C(F)(F)F)c1 (stereo unspecified) ?
CXCR6 inh: 0; 697 NFkB inh: 0; Jurkat NFkB inh: 10; CCR6 antag: 11; APJ antag: 0; EBI2 antag: 6; Gli-Sufu block: -2; UBC13 polyUb: 6

How did O=S(=O)(c1ccc(Cl)c(NC(=S)N/N=C/c2c(F)cccc2F)c1)N1CCOCC1 do in these assays?
CXCR6 inh: 12; 697 NFkB inh: -29; Jurkat NFkB inh: 12; CCR6 antag: 29; APJ antag: -5; EBI2 antag: 28; Gli-Sufu block: 32; UBC13 polyUb: -13

Results for Cc1ccc(C)c(N2CCN(C(=O)CCNC(=O)Cn3ccc4ccccc4c3=O)CC2)c1 ?
CXCR6 inh: 0; 697 NFkB inh: 18; Jurkat NFkB inh: -5; CCR6 antag: -8; APJ antag: -15; EBI2 antag: -4; Gli-Sufu block: 4; UBC13 polyUb: 4

How did Cc1ccc(S(=O)(=O)NCCNc2ccc([N+](=O)[O-])cc2)cc1 do in these assays?
CXCR6 inh: 3; 697 NFkB inh: 9; Jurkat NFkB inh: 29; CCR6 antag: 17; APJ antag: 7; EBI2 antag: 3; Gli-Sufu block: -2; UBC13 polyUb: -6

What do the screens show for `CNS(=O)(=O)c1cccc(C(=O)OCc2csc(-c3ccccc3)n2)c1`?
CXCR6 inh: -1; 697 NFkB inh: -54; Jurkat NFkB inh: 7; CCR6 antag: 10; APJ antag: 38; EBI2 antag: 11; Gli-Sufu block: -12; UBC13 polyUb: -5

How did CCOC(=O)N1CCN(CC(=O)N2c3ccccc3CCc3ccccc32)CC1 do in these assays?
CXCR6 inh: -2; 697 NFkB inh: 8; Jurkat NFkB inh: -3; CCR6 antag: 6; APJ antag: -4; EBI2 antag: 0; Gli-Sufu block: 13; UBC13 polyUb: -8

Results for Cc1ccc(S(=O)(=O)N2CCN(C(=O)CN(Cc3ccco3)Cc3cccs3)CC2)cc1 ?
CXCR6 inh: -5; CCR6 antag: 27; EBI2 antag: 3; Gli-Sufu block: -7

What do the screens show for `O=C(CCC(=O)Nc1ccc(F)cc1)N/N=C/c1c[nH]c2ccccc12`?
CXCR6 inh: -4; 697 NFkB inh: 12; Jurkat NFkB inh: -6; CCR6 antag: 3; APJ antag: -5; EBI2 antag: 4; Gli-Sufu block: -4; UBC13 polyUb: 7

Results for O=C(CCNC(=O)c1ccc([N+](=O)[O-])cc1)NC1CCCCC1 ?
CXCR6 inh: -11; 697 NFkB inh: 7; Jurkat NFkB inh: 3; CCR6 antag: 7; APJ antag: 6; EBI2 antag: -9; Gli-Sufu block: -10; UBC13 polyUb: -4

Results for CC(NC(=O)c1ccc(Cl)s1)C1CCCO1 (stereo unspecified) ?
CXCR6 inh: -1; 697 NFkB inh: 7; Jurkat NFkB inh: -2; CCR6 antag: 3; APJ antag: 19; EBI2 antag: -1; Gli-Sufu block: -1; UBC13 polyUb: -7

What do the screens show for `COc1ccc(-c2nc(C#N)c(N3CCC(C(N)=O)CC3)o2)cc1`?
CXCR6 inh: -1; 697 NFkB inh: 15; Jurkat NFkB inh: 1; CCR6 antag: 1; APJ antag: 5; EBI2 antag: -4; Gli-Sufu block: 3; UBC13 polyUb: 13

What do the screens show for `O=C(Nc1ccc2c(c1)OCCO2)c1cnn(-c2ccccc2)n1`?
CXCR6 inh: -6; 697 NFkB inh: -6; Jurkat NFkB inh: -61; CCR6 antag: 14; APJ antag: -4; EBI2 antag: 7; Gli-Sufu block: -16; UBC13 polyUb: 2

How did COc1cc(C2C(C#N)=C(N)Oc3cc(N)ccc32)cc(OC)c1OC (stereo unspecified) do in these assays?
CXCR6 inh: -2; 697 NFkB inh: 39*; Jurkat NFkB inh: 45; CCR6 antag: -6; APJ antag: -3; EBI2 antag: -27; Gli-Sufu block: 55*; UBC13 polyUb: 2

How did O=C(CN1CCOCC1)N/N=C/c1cc2ccccc2nc1Cl do in these assays?
CXCR6 inh: -1; 697 NFkB inh: 1; Jurkat NFkB inh: 8; CCR6 antag: -8; APJ antag: 6; EBI2 antag: -7; Gli-Sufu block: -1; UBC13 polyUb: -1

How did C/C(CCc1ccccc1)=N\NC(=O)COc1ccccc1C do in these assays?
CXCR6 inh: 11; 697 NFkB inh: 7; Jurkat NFkB inh: 11; CCR6 antag: 5; APJ antag: -4; EBI2 antag: -2; Gli-Sufu block: -14; UBC13 polyUb: 4

How did O=C(COc1ccccc1O)NC1CCCC1 do in these assays?
CXCR6 inh: -7; 697 NFkB inh: -4; Jurkat NFkB inh: 7; CCR6 antag: -17; APJ antag: 20; EBI2 antag: -5; Gli-Sufu block: 18; UBC13 polyUb: 2

Results for COc1cc(NC(=O)Cn2nc(C(F)(F)F)c3c2CCCC3)cc(OC)c1OC ?
CXCR6 inh: -2; 697 NFkB inh: -1; Jurkat NFkB inh: 16; CCR6 antag: 1; APJ antag: 1; EBI2 antag: -6; Gli-Sufu block: 14; UBC13 polyUb: 16

How did CCn1cc(C(=O)O)c(=O)c2cnc(N3CCN(C(=S)NC(=O)c4ccc(Cl)cc4Cl)CC3)nc21 do in these assays?
CXCR6 inh: -6; 697 NFkB inh: -23; Jurkat NFkB inh: -17; CCR6 antag: -3; APJ antag: 0; EBI2 antag: -26; Gli-Sufu block: 22; UBC13 polyUb: 4

What do the screens show for `Cc1ccc(OCC(=O)Nc2ccc(NC(=O)c3cccs3)cc2)c(C)c1`?
CXCR6 inh: 3; 697 NFkB inh: 0; Jurkat NFkB inh: 2; CCR6 antag: -10; APJ antag: -12; EBI2 antag: -5; Gli-Sufu block: -43; UBC13 polyUb: 16

Results for Cc1cccc(OCC(=O)N/N=C/CC(C)c2ccccc2)c1C (stereo unspecified) ?
CXCR6 inh: -4; 697 NFkB inh: 6; Jurkat NFkB inh: 12; CCR6 antag: -7; APJ antag: 2; EBI2 antag: 7; Gli-Sufu block: -9; UBC13 polyUb: 14

How did O=C1c2ccccc2C(=O)N1CCCCN(C(=O)c1ccco1)c1ccc(Cl)cc1 do in these assays?
CXCR6 inh: 15; 697 NFkB inh: -3; Jurkat NFkB inh: -16; CCR6 antag: 16; APJ antag: 25; EBI2 antag: -2; Gli-Sufu block: 6; UBC13 polyUb: 2

Structures above that have a nitro group on carbon, in the order listed:
How did Cc1ccc(S(=O)(=O)NCCNc2ccc([N+](=O)[O-])cc2)cc1 do in these assays?
CXCR6 inh: 3; 697 NFkB inh: 9; Jurkat NFkB inh: 29; CCR6 antag: 17; APJ antag: 7; EBI2 antag: 3; Gli-Sufu block: -2; UBC13 polyUb: -6

Results for O=C(CCNC(=O)c1ccc([N+](=O)[O-])cc1)NC1CCCCC1 ?
CXCR6 inh: -11; 697 NFkB inh: 7; Jurkat NFkB inh: 3; CCR6 antag: 7; APJ antag: 6; EBI2 antag: -9; Gli-Sufu block: -10; UBC13 polyUb: -4

Source: PubChem BioAssay (Sanford-Burnham Center for Chemical Genomics)
